DT40 TDP1 CPT: growth inhibition of DT40 Tdp1-/-;hTDP1 cells with camptothecin (screen for TDP1 inhibitors); 420,000 tested, 12% active; Potency, µM (doses to about 46.2 µM), without a hit: at the highest dose activity change, negative = growth inhibition, most hits filed as inhibitors; chicken DT40 Tdp1-/-;hTDP1 cells + 20 nM CPT, ATP luminescence, 48 h; note: nearly all actives have a fitted effect of over 55% in size
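Chicken DT40 Tdp1-/- cells stably complemented with human TDP1 were seeded at 400 cells/well in medium containing 20 nM camptothecin, exposed to pin-transferred compounds, and grown at 37 °C for at least 48 hr. Viability was read as ATP luminescence.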
TDP1 block: blocks human tyrosyl-DNA phosphodiesterase 1. Potency, µM (titrated, usually from 130 µM), for the others: at the highest dose activity change, negative = inhibition, most hits filed as inhibitors. recombinant TDP1, AlphaScreen DNA substrate cleavage. 350,000 tested, 0.28% active. Q9NUW8; note: nearly all actives have a fitted effect of over 40% in size
Target sequence (Q9NUW8 whole entry, looked up): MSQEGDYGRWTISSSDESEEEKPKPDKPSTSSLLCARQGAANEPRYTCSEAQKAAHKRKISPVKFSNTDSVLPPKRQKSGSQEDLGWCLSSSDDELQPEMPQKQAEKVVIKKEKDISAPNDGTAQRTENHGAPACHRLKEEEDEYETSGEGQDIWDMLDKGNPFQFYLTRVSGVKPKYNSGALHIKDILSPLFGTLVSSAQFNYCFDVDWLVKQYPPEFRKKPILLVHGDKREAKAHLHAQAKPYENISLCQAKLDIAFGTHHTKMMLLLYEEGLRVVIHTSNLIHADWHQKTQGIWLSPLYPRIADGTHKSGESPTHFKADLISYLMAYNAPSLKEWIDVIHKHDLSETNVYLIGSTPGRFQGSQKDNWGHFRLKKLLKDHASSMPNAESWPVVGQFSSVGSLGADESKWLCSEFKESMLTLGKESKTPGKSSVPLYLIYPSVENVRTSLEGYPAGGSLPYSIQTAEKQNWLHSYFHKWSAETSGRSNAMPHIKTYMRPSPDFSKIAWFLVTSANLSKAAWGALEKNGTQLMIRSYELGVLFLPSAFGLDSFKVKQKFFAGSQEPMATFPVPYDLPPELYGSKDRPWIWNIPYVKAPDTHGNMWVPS
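Recombinant E. coli-expressed Tdp1 (1 nM) preincubated with compound 15 min at RT, then 5'-biotin/3'-phosphotyrosine-FITC DNA substrate (15 nM) added for 5 min. AlphaScreen beads (10 ug/ml) added, 10 min RT; tyrosine-FITC cleavage read as signal loss.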
DT40 TDP1 no CPT: qHTS for Inhibitors of human tyrosyl-DNA phosphodiesterase 1 (TDP1): qHTS in cells in absence of CPT; DT40 Tdp1-/- hTDP1 cells, no CPT, ATP luminescence, 48 h; Potency, µM (highest dose often 46.2 µM), for inactives: at the top dose activity change, negative = growth inhibition, most hits filed as inhibitors; 420,000 tested, 15% active; note: nearly all actives have a fitted effect of over 55% in size
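Stably hTDP1-transfected Tdp1-null chicken DT40 cells were treated with library compounds minus camptothecin and grown for at least 48 hr at 37 °C, after which cellular ATP was quantified by luminescence.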
* hit, by the source's call; ? = inconclusive; . = no result given; & = joins results of further samples; [ ] = dose if it differs, or a comment. Calls come from the whole dose curve; as a rule, active = well fitted curve in the direction sought with a large enough effect; inconclusive = small, poorly fitted or top-dose-only effect, or another doubt; inactive = no such curve, though single readings can be large; an effect the other way counts as inactive or inconclusive. % is set by controls: 0 for no effect and ±100 for the full control effect; potency is the fitted concentration of half-maximal effect.

SMILES	DT40 TDP1 CPT	TDP1 block	DT40 TDP1 no CPT
CCOCCn1c(=NC(=O)CSCC(=O)Nc2cc(C)on2)sc2cc(OC)ccc21	-19.2%	0.9%	5.5%
Cc1cc2ccccc2c(=O)n1CC(=O)N(C)c1ccc(F)cc1	3.5%	2.3%	-10.0%
Cc1nnc(NN2CCOCC2)[nH]c1=O	1.1%	5.7%	3.1%
COc1cc2ncnc(NCCc3ccccc3)c2cc1OC	13µM*	2.7%	9.2µM*
O=C(CSc1nnc(-c2ccccc2)c(-c2ccccc2)n1)NC1CCS(=O)(=O)C1 (stereo not given)	3.0%	5.1%	-22.1%
COc1ccc(C(O)Cn2ccsc2=NC(C)=O)cc1 (stereo not given)	23.1µM*	9.4%	?
Cc1ccc(NC(=O)CN2CCCC2)cc1Br	-2.0%	.	3.7%
Cc1ccsc1C(=O)Nc1cc(C(C)(C)C)nn1-c1ccccc1	?	-1.0%	?
N#Cc1nc(-c2cccs2)oc1NCc1ccccc1Cl	?	-4.0%	?
Cc1ncc(C[n+]2csc(CCOP(=O)(O)OP(=O)(O)O)c2C)c(N)n1	-8.2%	8.9%&0.0%	7.2%

Gathered by group, the compounds so far containing two or more sulfur atoms.
SMILES	DT40 TDP1 CPT	TDP1 block	DT40 TDP1 no CPT
CCOCCn1c(=NC(=O)CSCC(=O)Nc2cc(C)on2)sc2cc(OC)ccc21	-19.2%	0.9%	5.5%
O=C(CSc1nnc(-c2ccccc2)c(-c2ccccc2)n1)NC1CCS(=O)(=O)C1 (stereo not given)	3.0%	5.1%	-22.1%

A few values from the entries so far.
Result for `COc1ccc(C(O)Cn2ccsc2=NC(C)=O)cc1` (stereo not given) under DT40 TDP1 CPT: 23.1µM*
Result for `Cc1ccc(NC(=O)CN2CCCC2)cc1Br` under DT40 TDP1 no CPT: 3.7%

Returning to the listing, repeating the two entries before the break.
SMILES	DT40 TDP1 CPT	TDP1 block	DT40 TDP1 no CPT
N#Cc1nc(-c2cccs2)oc1NCc1ccccc1Cl	?	-4.0%	?
Cc1ncc(C[n+]2csc(CCOP(=O)(O)OP(=O)(O)O)c2C)c(N)n1	-8.2%	8.9%&0.0%	7.2%
Cc1ccccc1NC(=O)c1cc(S(=O)(=O)N2CCOCC2)cn1C	-2.1%	.	7.2%
CCCCCSc1nc(O)cc(=O)[nH]1	-5.9%	-6.6%	-17.2%
Cc1ccc(C)c(NC(=O)COC(=O)c2ccc[n+]([O-])c2)c1	2.2%	0.3%	1.2%
COc1ccc(C(=O)O/N=C(\N)c2ccc(Br)cc2)cc1	-2.1%	.	0.2%
CCCCCn1c(SCC(=O)c2ccccc2)nc2cc(C(=O)NCC3CCCO3)ccc2c1=O (stereo not given)	4.2%	.	16.7%
O=c1cc(CSc2ccc(Cl)cc2)nc2nc[nH]n12	8.9%	2.1%	-0.5%
Cc1cccc(C)c1NC(=O)NC1(C(=O)N2CCCC2)CCCCC1	2.0%	.	6.9%
COCCN(C(=O)CCC(=O)Nc1nccs1)C(C(=O)NC(C)(C)C)c1ccc(Cl)cc1 (stereo not given)	-4.7%	-5.6%	-20.2%
CCCCSc1nc2c(cnn2-c2ccc(Cl)cc2)c(=O)[nH]1	-14.9%	3.2%	-12.7%
Cc1cc(=O)oc2cc(O)c(O)cc12	-12.8%	9.3%[56.1 µM]	-28.5%
CCN1CCN(c2ccc(NC(=O)CCc3c(C)nc4c(-c5ccccc5)c(C)nn4c3C)cc2)CC1	?	4.9%	16.4µM*
Fc1ccc2c(c1)c1n[nH]c(=S)nc1n2CCc1ccccc1	?	.	?
Cc1nc(-c2ccccc2)sc1C(=O)CSc1ccc(Br)cc1	13.6%	-8.3%	-23.6%
Cc1cc(NC(=O)C2CCN(S(=O)(=O)c3c(C)noc3C)CC2)ccc1Br	?	-0.5%&-2.5%	?
Cc1nn(-c2ccccc2)c(C)c1C(=O)OC/C(O)=C(\C#N)c1nc2ccccc2[nH]1	-25.5%	11.1%	-6.7%
COc1cccc(N2CCN(S(=O)(=O)c3cn(C)cn3)CC2)c1	-3.0%	-2.5%	18.4%
COc1ccccc1CNC(=O)C1CC(=O)N(C2CCCC2)C1 (stereo not given)	-9.4%	1.0%	-5.1%
N/C(Cc1ccc([N+](=O)[O-])cc1)=N\OC(=O)COc1cccc2ccccc12	-20.7%	1.5%	-7.9%
COc1ccccc1N1CCN(C(=O)c2cn(-c3ccccc3)nc2-c2cccnc2)CC1	?	2.4%	?
CC(NC(=O)COC(=O)/C=C/c1cccc(C(F)(F)F)c1)c1ccccc1 (stereo not given)	-17.4%	3.4%	-12.3%
O=S(=O)(c1cccc(Cl)c1)c1nnn2c1nc(NC1CCCCCC1)c1sccc12	?	5.1%	?
O=C(OCc1ccccc1)N1CCOCCN(C(=O)OCc2ccccc2)CCOCC1	25.9µM*	2.8%	25.9µM*
CCN(CC)Cc1c(O)ccc2c1O/C(=C\C=C\c1ccccc1)C2=O	?	.	18.4µM*
COC1=C(c2ccccc2)C(=O)c2ccccc2C1=O	23.1µM*	6.3%	16.4µM*
O=C(Nc1cccnc1)C1OCCc2ccccc21 (stereo not given)	-10.6%	-7.4%	-24.4%
COC(=O)C1=C(C)N(Cc2ccccc2)C(=NCCCCO)N[C@H]1c1cccc(C(F)(F)F)c1	23.1µM*	0.0%	?
O=C(Nc1cc(S(=O)(=O)N2CCCCC2)ccc1Cl)c1ccccc1NS(=O)(=O)c1ccc(F)cc1	5.17µM*	4.5%	2.59µM*
O=C(Cn1cc(C(F)(F)F)ccc1=O)NCc1ccc(F)cc1	-2.5%	-6.3%[0.0935 µM]	9.2%
COc1cc(CNc2nnnn2C)ccc1OCc1ccc(F)cc1Cl	-0.4%	-8.7%	?
CC1=C(C(=O)Nc2ccccc2)C(c2coc3ccccc3c2=O)C2=C(CCCC2=O)N1 (stereo not given)	-17.5%	4.1%	-18.5%
Cc1ccccc1CN1c2ccccc2-c2nc(SCC(=O)NCCc3ccccc3)ncc2S1(=O)=O	-9.6%	0.0%	?
CCc1ccc(/C=N\NC(=O)c2ccc(Br)o2)s1	?	2.6%	23.1µM*
COc1cccc2cc(C(=O)NCCc3c[nH]c4ccccc34)c(=O)oc12	?	3.5%	?
COc1ccc(C(=O)Nc2cccnc2)cc1C(=O)Nc1cccnc1	-4.1%	5.5%	-5.2%
Cc1ccc(C)c(S(=O)(=O)Nc2ccc(C(=O)NCCCN3CCCC3=O)cc2)c1	-11.1%	5.0%[56.1 µM]	-14.7%
CCOc1ccc(N(CC(=O)NCC(C)C)S(C)(=O)=O)cc1	-5.3%	2.9%	-0.1%
NC(=O)c1ncn([C@@H]2O[C@H](CNCc3c(OCc4ccccc4F)ccc4ccccc34)[C@@H](O)[C@H]2O)n1	5.8%	.	-9.1%
COc1ccc(N2CCN(C(=O)COC(=O)CCOc3ccc(C(C)(C)C)cc3)CC2)cc1	?	2.3%	?
COc1cccc(NC(=O)CSc2nc(C)c(Cc3ccccc3)c(=O)[nH]2)c1	?	4.9%	?
Cc1ccccc1C(=O)N1CCN(c2ccc([N+](=O)[O-])c(N3CCOCC3)c2)CC1	-14.2%	5.4%	-21.9%
CN(c1cccc(NC(=O)COc2ccc(Cl)cc2Cl)c1)S(C)(=O)=O	20.6µM*	-5.4%[56.1 µM]	?
CC(Oc1ccccc1)C(=O)Nc1nnc(S(=O)(=O)N2CCCCC2)s1 (stereo not given)	-18.3%	1.1%	28.1%
CC(C)N(C(=O)Nc1ccc2nsnc2c1)C(C)C	?	5.1%	?
COC1OC2COC(c3ccccc3)OC2C(O)C1NC(C)=O (stereo not given)	9.4%	.	-9.4%
O=C(COc1ccc(S(=O)(=O)N2CCCC2)cc1[N+](=O)[O-])N1CCCCC1	-18.7%	.	-19.5%
N#C/C(=C\c1c(F)cccc1Cl)C(=O)NC1CC1	?	1.8%	?
CCOC(=O)N1CCN(C(=O)/C=C/c2ccc([N+](=O)[O-])cc2)CC1	-6.3%	0.0%	-21.1%
CCC(C)NC(=O)c1ccc2c(c1)N=C(C)c1cc(C)ccc1S2 (stereo not given)	3.26µM*	-5.0%	5.17µM*
CN(C)C(CNC(=O)c1cccc(S(=O)(=O)Nc2ccccc2Cl)c1)c1ccccc1 (stereo not given)	5.8%	.	2.0%
CCOc1ccc2nc(N3CCC(C(=O)N4CCN(C5CCCCC5)CC4)CC3)sc2c1	8.2µM*	2.6%	?
(cont.)
SMILES	DT40 TDP1 CPT	TDP1 block	DT40 TDP1 no CPT
O=C(CCC(=O)c1cccs1)NCc1cccc(C(F)(F)F)c1	-6.9%	.	3.3%
CN(C)c1ccc(/C=C2\C(=N)N3N=C(CC(=O)N4CCCC4)SC3=NC2=O)cc1Br	6.7%	3.1%	7.3%
CCOc1cc(/C=C(\CC(=O)O)c2nc3ccccc3s2)ccc1OCC(=O)Nc1cccc(C(F)(F)F)c1	?	.	?
Cc1nc(-c2cn[nH]c2-c2ccc(O)cc2O)cs1	-23.7%	-2.7%	-29.3%
Cc1csc(NC(=O)c2sc3nc(-c4cccs4)ccc3c2N)n1	?	6.2%	25.1µM*
CC(NCc1cc(Br)ccc1OCC(=O)NCc1ccccc1)c1ccccc1 (stereo not given)	?	-4.8%	?
CC(=O)Nc1cccc(Oc2nc(NCC3CC3)nc3ccsc23)c1	16.4µM*	.	20.6µM*
CCN(Cc1cnn(C)c1)Cc1nc(C2(c3ccc(C)cc3)CCCC2)no1	?	2.7%	?
Cc1ccc(NC(=O)C(NS(=O)(=O)c2ccc3c(c2)CCC(=O)N3)c2ccccc2)cc1C (stereo not given)	?	9.2%	13µM*
CC(C)(C)c1cc(NC(=O)COc2ccc(Br)cc2)n(-c2ccccc2)n1	?	-2.5%	?
O=C(CCS(=O)(=O)c1cccc2nsnc12)NCc1ccccc1Cl	-18.9%	2.3%	-8.2%
OC12CC3C[C@H](C1)C(N1CCOCC1)[C@@H](C3)C2 (stereo not given in full)	-7.1%	3.7%	0.6%
O=C(Nc1ccc2c(c1)OCCO2)C1CCCN1C(=O)Nc1ccc(F)cc1 (stereo not given)	-10.1%	-0.5%	13.9%
COC(=O)c1nc2nc(C)cc(C(F)(F)F)n2n1	-1.3%	-4.2%	-15.7%
Cc1cc(C(=O)NNC(=O)C2CCCC2)c(C)o1	3.9%	1.2%	-19.0%
Clc1ccc(-c2cc(CSc3cccc(Cl)c3)on2)cc1	-3.4%	?	-2.7%
CN(C)CCNC(=O)/C=N/O	2.8%	-2.7%	23.4%
CCCCOC(=O)C1=C(C)NC(=O)NC1c1ccc(N(C)C)cc1 (stereo not given)	-2.3%	4.8%	?
COc1ccc(-c2cc3nc(-c4ccccc4)cc(N4CCN(C(C)=O)CC4)n3n2)cc1	1.1%	.	2.59µM*
O=C(O)c1cc(N/N=C/c2ccncc2)ccc1Cl	12.8%	5.0%	-10.3%
CCCc1cc(=O)[nH]c(SCC(=O)NC2(C#N)CCCCC2)n1	-2.9%	1.6%	18.3%
CCC(C)(C(=O)NC1CCCCC1)N(Cc1ccco1)C(=O)CNC(=O)c1ccccc1 (stereo not given)	-13.3%	4.4%	-18.5%
COc1ccccc1NC(=O)NC1(C(=O)N2CCN(C)CC2)CCCCC1	4.8%	5.8%	-3.9%
C=C(C)c1cccc(C(C)(C)NC(=O)NCCN(CC)CC)c1	-18.1%	7.5%	0.6%
COc1ccc(N2CCCn3c2nc2c3c(=O)n(Cc3ccc(C)cc3)c(=O)n2C)c(OC)c1	?	7.5%	?
COc1ccccc1CN1C(=O)[C@@H]2C(CCC(N)=O)NC3(C(=O)Nc4c3ccc(Cl)c4C)[C@@H]2C1=O (stereo not given in full)	-7.6%	3.2%	-23.1%
CCn1c(=O)c2c(nc(SCC(=O)N3CCCC(C)C3)n2C)n(C)c1=O (stereo not given)	-5.1%	-7.6%	-10.7%
O=C(CSc1ccc([N+](=O)[O-])cc1)NCC1CCCCC1	?	7.5%	-3.8%
COc1ccc(C(=O)C2CCCN(C(=O)c3cccnc3SC)C2)c(C)c1 (stereo not given)	?	2.6%	?
Cc1ccc(NC(=O)C(=S)NCc2ccco2)cc1	3.7%	3.2%	-26.9%
CCOc1ccc(/C=N/NC(N)=S)cc1	?	0.0%	16.4µM*
CS(=O)(=O)N1CCN(C2C3CC4CC(C3)CC2C4)CC1 (stereo not given)	-12.6%	2.8%	-14.7%
COc1cccc(CNC(=O)C2CCN(C(=O)c3sccc3-n3cccc3)CC2)c1	-1.4%	2.0%	-3.0%
CC(C)(C)c1ccc(C2C(C#N)=C(N)Oc3n[nH]c(-c4cccnc4)c32)cc1 (stereo not given)	4.9%	.	-1.0%
CC(C)C12CN3CC(C(C)C)(CN(C1)C31C(=O)Nc3ccccc31)C2=O (stereo not given)	-20.2%	4.8%	-19.6%
O=C(O)CCCCNCc1ccccc1	-11.2%	5.9%	-7.1%

Bioassay records from PubChem BioAssay.
